Assay outcomes: PubChem BioAssay, Johns Hopkins Ion Channel Center
TRPC4 act = activators of mouse TRPC4 channel, primary screen, Fluo4 calcium, HEK293 TRPC4beta/mu-opioid cells; Short transient receptor potential channel 4 (Mus musculus), Q9QUQ5; Fluo4 calcium fluorescence; hits give high values; B-score at 10 µM; hit rate 0.49% among 310,000; AID 2237, 2010;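 active = B-score above 5 SD of library B-scores, and initial fluorescence ratio not above library mean plus 5 SD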;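 note: positive B-score marks a calcium rise read as TRPC4 activation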
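Incubation: 45 min room-temperature Fluo4 loading, 110 s read / System: HEK293 cells stably co-expressing mouse TRPC4beta and mu-opioid receptor / Signal: Fluo4 fluorescence, kinetic / Control set: buffer (low) and maximal DAMGO (high) / Measure: integrated baseline-normalised fluorescence ratio, converted to per-well B score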
MrgX1 antagonist = antagonists of human MrgX1 receptor, primary screen, HEK293 cells, Fluo-4 calcium flux; Mas-related G-protein coupled receptor member X1 (Homo sapiens), Q96LB2; BAM8-22 antagonism; hits give low values; B-score at 10 µM; hit rate 1.3% among 310,000; AID 588676, 2011;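 active = calcium-response B-score plate-corrected more than 3 library SD below zero, starting fluorescence within 5 deviations, no agonist response on first addition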;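 note: peak minus trough fluorescence over baseline after final BAM8-22 challenge near maximal dose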
ANO1 block = TMEM16A chloride channel inhibitors, primary screen, cell-based, HTS | hit rate 1.2% among 310,000 | HEK293 TMEM16A/YFP iodide influx fluorescence, ionomycin | normalized B-score (activity score, 25-100; higher = stronger inhibition) at 10 µM | Anoctamin-1 (Mus musculus), Q8BHY3 | AID 588511, 2011;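 active = ratio plate-corrected score three or more library SD toward inhibition, starting fluorescence score within five deviations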;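 note: score derived from kinetic fluorescence span divided by baseline fluorescence per well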
TRPC4 block = inhibitors of mouse TRPC4 channel, primary screen, Fluo4 calcium, HEK293 TRPC4beta/mu-opioid cells. Short transient receptor potential channel 4 (Mus musculus), Q9QUQ5. DAMGO-evoked Fluo4 calcium flux; hits give low values. B-score at 10 µM. hit rate 0.39% among 300,000;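 active = B-score over 3 SD under the library average, no early fluorescence shift, positive overall ratio signal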
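Material: HEK293 cells with stable TRPC4beta plus mu-opioid receptor expression; probe or stimulus: DAMGO in two steps, submaximal then maximal; technique: Fluo4 calcium fluorescence by kinetic imaging, 5 s 1 Hz baseline; measure: integrated fluorescence ratio relative to baseline, converted to per-well B score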
MrgX1 allo act = positive allosteric modulators of MrgX1, primary screen, HEK293 cells, Fluo-4 calcium flux; Mas-related G-protein coupled receptor member X1 (Homo sapiens), Q96LB2; FDSS; hits give high values; B-score at 10 µM; hit rate 0.63% among 310,000;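 active = plate-corrected calcium response at least 3 library SD above typical, normal starting fluorescence, not activating the receptor alone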;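 note: compound read alongside a low EC10 to EC30 dose of BAM8-22 agonist; peak minus trough fluorescence over baseline measured at the second addition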
RGS4 block = RGS4 inhibitors, primary screen, cell-based, HEK293 M3R inducible RGS4, calcium flux; Regulator of G-protein signaling 4 (Homo sapiens), P49798; Fluo-4 calcium flux; hits give high values; triggered by carbachol at its EC20; hit rate 0.45% among 310,000; B-score at 10 µM; AID 463165, 2010;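 active = B-score, a plate-corrected calcium signal, over three deviations above library mean, with baseline fluorescence within five deviations of library mean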;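 note: RGS4 expression induced by doxycycline in cells with stable M3 receptor; B-score is computed from the integrated fluorescence ratio over baseline after carbachol; higher B-score means a larger calcium signal and so more RGS4 inhibition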
TRPC4 PAM = positive allosteric modulators of TRPC4, primary screen, cell-based, mouse TRPC4beta, HEK293 mu-opioid, Fluo-4 calcium. B-score at 10 µM. Short transient receptor potential channel 4 (Mus musculus), Q9QUQ5. hit rate 0.42% among 310,000. AID 2227, 2009. DAMGO EC20, Fluo-4 Ca2+ flux; hits give high values;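 active = B-score of calcium response area above 5 SD of library B-scores, with initial fluorescence ratio within 5 SD of library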;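 note: B-score of integrated fluorescence ratio over time as area under calcium response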
TRPC6 inhibitor = mouse TRPC6 channel inhibitors, primary screen, cell-based, HEK293, membrane potential dye; Short transient receptor potential channel 6 (Mus musculus), Q61143; ACh-evoked depolarization; hits give low values; B-score at 10 µM; hit rate 1.1% among 310,000; AID 2553, 2010;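 active = B-score under library mean minus 3 SD, initial fluorescence not abnormally high, positive integrated signal ratio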;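 note: B-score derived from integrated fluorescence ratio over the kinetic read; more negative B-score means stronger inhibition of depolarization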
Target sequence (Q61143 whole entry, looked up): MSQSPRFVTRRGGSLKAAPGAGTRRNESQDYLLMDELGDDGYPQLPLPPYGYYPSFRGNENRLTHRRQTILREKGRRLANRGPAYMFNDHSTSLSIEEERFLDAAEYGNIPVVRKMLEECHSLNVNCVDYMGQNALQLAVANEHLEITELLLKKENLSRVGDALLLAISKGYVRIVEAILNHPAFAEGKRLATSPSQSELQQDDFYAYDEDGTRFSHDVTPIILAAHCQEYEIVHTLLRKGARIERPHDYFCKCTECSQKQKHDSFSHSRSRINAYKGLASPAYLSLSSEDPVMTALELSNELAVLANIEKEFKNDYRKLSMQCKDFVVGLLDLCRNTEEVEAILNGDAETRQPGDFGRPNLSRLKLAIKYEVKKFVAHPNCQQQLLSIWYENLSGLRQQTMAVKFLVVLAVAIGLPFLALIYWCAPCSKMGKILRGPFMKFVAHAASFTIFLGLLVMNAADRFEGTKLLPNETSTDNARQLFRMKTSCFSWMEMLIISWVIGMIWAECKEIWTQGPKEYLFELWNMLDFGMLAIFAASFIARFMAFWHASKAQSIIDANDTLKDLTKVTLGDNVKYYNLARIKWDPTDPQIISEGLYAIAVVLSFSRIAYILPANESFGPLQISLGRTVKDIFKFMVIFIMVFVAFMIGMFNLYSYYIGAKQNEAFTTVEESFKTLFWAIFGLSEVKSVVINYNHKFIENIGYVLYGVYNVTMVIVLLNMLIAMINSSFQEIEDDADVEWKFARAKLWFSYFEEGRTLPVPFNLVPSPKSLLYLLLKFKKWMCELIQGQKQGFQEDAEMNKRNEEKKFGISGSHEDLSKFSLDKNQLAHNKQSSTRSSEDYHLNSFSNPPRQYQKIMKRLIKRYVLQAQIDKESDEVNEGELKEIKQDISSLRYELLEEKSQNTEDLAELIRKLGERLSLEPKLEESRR
TMEM16A act = TMEM16A chloride channel activators or potentiators, primary screen, cell-based, HTS | hit rate 0.3% among 340,000 | HEK293 TMEM16A/YFP-H148Q/I152L, iodide quench fluorescence; hits give low values | AID 623877, 2012 | B-score at 10 µM;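 active = fluorescence-ratio B-score plate-corrected deviation score at least 3 library SD below zero, with starting fluorescence score within 5 deviations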;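 note: channel opened by trigger with iodide after compound preincubation; score built on the fluorescence ratio of max minus min over baseline; more negative score means more quench and so TMEM16A activation or potentiation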
TRPC6 activator = mouse TRPC6 channel activators, primary screen, cell-based, HEK293, membrane potential dye. Short transient receptor potential channel 6 (Mus musculus), Q61143. HEK293-TRPC6 membrane potential dye fluorescence; hits give high values. B-score at 10 µM. hit rate 0.13% among 310,000;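 active = B-score of the integrated fluorescence ratio above library mean plus 3 SD, and starting fluorescence ratio within library mean plus 5 SD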;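 note: higher score means more depolarization so channel activation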
MrgX1 ag = agonists of human MrgX1 receptor, primary screen, HEK293 cells, Fluo-4 calcium flux. AID 588627, 2011. Mas-related G-protein coupled receptor member X1 (Homo sapiens), Q96LB2. hit rate 0.44% among 310,000. Fluo-4 calcium fluorescence, agonist mode; hits give high values. B-score at 10 µM;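 active = calcium response B-score plate-corrected fluorescence ratio at least 3 library SD, with starting fluorescence B-score inside 5 SD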
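System – MrgX1-expressing HEK293 cells · Incubation – cells plated overnight, dye loaded 0.5 h 37 °C, 0.5 h room temperature · Technique – kinetic Fluo-4 NW fluorescence of intracellular calcium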
The depositor's hits bear a star; i = inactive; · = no result given.

smiles,MrgX1 antagonist,RGS4 block,MrgX1 ag,TRPC6 inhibitor,TRPC6 activator,TRPC4 PAM,TRPC4 block,TRPC4 act,TMEM16A act,ANO1 block,MrgX1 allo act
COCCn1c(=O)[nH]c(=O)c2cc(C(=O)c3cc(OC)ccc3O)cnc21,i,i,i,i,i,i,i,i,i,i,i
COc1ccc(CN=C2NC(=O)CC(C(=O)Nc3ccc(F)cc3)S2)cc1 (stereo not given),i,i,i,i,i,i,i,i,i,i,i
CC1CCC/C(=C\Nc2ccc(C(=O)O)cc2)C1=O (stereo not given),i,i,i,i,i,i,i,i,i,i,i
COC(=O)c1cc(NC(=O)c2c(C)noc2C)ccc1N1CCOCC1,i,i,i,i,i,i,i,i,i,i,i
COc1cc(NC(=O)CN2C(=O)c3ccccc3C2=O)c(C(=O)O)cc1OC,i,i,i,i,i,i,i,i,i,i,i
C[C@H]1C=C(C(=O)NCc2nc3ccccc3[nH]2)O[C@@H](OCc2ccc(CO)cc2)C1,i,i,i,i,i,i,i,i,i,i,i
CCSc1cc(C2C(C#N)=C(N)OC(C)=C2C(=O)OC)c(C)o1 (stereo not given),i,i,i,i,i,i,i,i,·,i,i
O=C(CP(=O)(c1ccccc1)c1ccccc1)N/N=C/c1cc(Br)cc(Br)c1O,i,i,i,i,i,i,i,i,i,i,i
O=S(=O)(Nc1nc2ccccc2nc1N1CCc2ccccc2C1)c1ccc(Cl)cc1,i,i,i,i,i,i,i,i,i,25*,i
COc1ccc(-c2nc(CN3CCC(C(=O)N4CCc5ccccc54)CC3)c(C)o2)cc1OC,i,i,i,i,i,i,i,i,i,i,i
O=C(NC1CCCC1)NS(=O)(=O)c1ccccc1Cl,i,i,i,i,i,i,i,i,i,i,i
CCOC(=O)Cn1c(-c2ccccn2)nc2ccccc21,i,i,i,i,i,i,i,i,i,i,i
COCCn1c(SCC(=O)NCc2ccc(OC)c(OC)c2)nc2ccccc21,i,i,i,i,i,i,i,i,i,i,i
CCSc1nnc(NC(=O)C2CCCCC2)s1,i,i,i,i,i,i,i,i,i,i,i
CCOc1ccccc1NC(=O)CCc1nnc2ccc(N3CCC(C)CC3)nn12,i,i,i,i,i,i,i,i,i,i,i
Cc1nc2sc(C(c3ccccc3)N3CC(C)OC(C)C3)c(O)n2n1 (stereo not given),i,i,i,i,i,i,i,i,i,i,i
Cc1c2cnn(-c3ccccc3)c(=O)c2c(C)n1CCCC(=O)N1CCN(C2CCCCC2)CC1,i,i,i,i,i,i,i,i,i,i,i
Cc1ccc(C(=O)OCC(=O)N2CC(C)CC(C)C2)cc1S(=O)(=O)N1CCOCC1 (stereo not given),i,i,i,i,i,i,i,i,i,i,i
CCCCNC(=O)[C@@H]1CSC2c3ccccc3C(=O)N21 (stereo not given in full),i,i,i,i,i,i,i,i,i,i,i
Fc1ccccc1NC(=S)NN(Cc1ccccc1)c1ccccc1,i,i,i,i,i,i,i,i,i,i,i
CCOC(=O)N1CCN(C(=O)CCN2C(=O)/C(=C\c3cccc(OC)c3)SC2=S)CC1,i,i,i,i,i,i,i,i,i,i,i
COc1ccc(NC(C)C(=O)Nc2ccc(C#N)cc2)cc1Cl (stereo not given),i,i,i,i,i,i,i,i,i,i,i
COc1ccc(CNc2ncnc3ccccc23)cc1,i,i,i,i,i,i,i,i,i,i,i
COc1ccc(-n2c(Cc3cccn3C)nnc2SCC(=O)Nc2cccc(Cl)c2)cc1,i,i,i,i,i,i,i,i,i,i,i
CC(C1CC1)N(Cc1ccccc1)C(=O)NC(=O)c1cccc(F)c1 (stereo not given),i,i,i,i,i,i,i,i,i,i,i
CC(C)(C#N)Nn1cnnc1,i,i,i,i,i,i,i,i,i,i,i
C(=N\n1cnnc1)/c1cccc2ccccc12,i,i,i,i,i,i,i,i,i,i,i
COc1ccc(CCCNC(=O)C2CCC(=O)N(CC3CCCCC3)C2)cc1 (stereo not given),i,i,i,i,i,i,i,i,i,i,i
O=C(Nc1ccccc1C(=O)O)c1cccc(F)c1,i,i,i,i,i,i,i,i,i,i,i
CC1NC(=O)NC1CCCCCC(=O)Nc1ccc(F)cc1 (stereo not given),i,i,i,i,i,i,i,i,i,i,i
COc1ccc(/C=N\NC(=O)c2cccc(Br)c2)c(OC)c1,i,i,i,i,i,i,i,i,i,i,i
COc1ccccc1N1CCC(N2CCN(CC(C)(C)C)C(CCO)C2)CC1 (stereo not given),i,i,i,i,i,i,i,i,i,i,i
CCOc1ccc(C(=O)Nc2ccc(NC(=O)c3ccccc3)c(C)c2)cc1[N+](=O)[O-],i,i,i,i,i,i,i,i,i,i,i
O=C(NCCc1c[nH]c2ccccc12)c1cc2sccc2n1Cc1ccccc1,i,i,i,i,i,i,i,i,i,i,i
Nc1c(C(=O)N2CCOCC2)sc2nc3c(cc12)CCCC3,i,i,i,i,i,i,i,i,i,i,i
Cc1ccc(C)c(N2CCN(C(c3ccc(N(C)C)cc3)c3nnnn3C(C)(C)C)CC2)c1 (stereo not given),i,i,i,i,i,i,i,i,·,i,i
COc1ccccc1CC(=O)NCCCc1ccccc1,i,i,i,i,i,i,i,i,i,i,i
O=C1CN(C(=O)c2c(F)cccc2F)C(c2ccc(F)cc2)c2cc(F)ccc2N1 (stereo not given),i,i,i,i,i,i,i,i,i,i,i
COc1ccc(-c2[nH]ncc2CN(C)C(C)c2ccncn2)c(F)c1 (stereo not given),i,i,i,i,i,i,i,i,i,i,i
Clc1nc(-c2ccccc2)cc(-c2ccc(Br)cc2)n1,i,i,i,i,i,i,i,i,i,i,i
COc1ccccc1CN1CCCC(C(=O)N(C)Cc2ccccc2)C1 (stereo not given),·,i,·,i,i,i,i,i,i,·,·
O=[N+]([O-])c1ccc(-c2csc3[n+]2CCS3)cc1,i,i,i,i,i,i,i,i,i,i,i
Cc1ncsc1CCC(=O)N1CCCC(Nc2ccc(C(C)C)cc2)C1 (stereo not given),-6.57*,i,i,i,i,i,i,i,i,i,i
CCC(c1nnc(SCC(=O)NC23CC4CC(CC(C4)C2)C3)o1)N(C)C (stereo not given),i,·,i,·,·,·,·,·,i,i,i
O=C(N/N=C/C(Br)=C/c1ccccc1)c1cccs1,i,i,i,i,i,i,i,i,i,i,i
O=C(CSc1nnc(CNC(=O)c2cccs2)o1)c1ccccc1,i,i,i,i,i,i,i,i,i,i,i
O=C(CSc1nnc(-c2ccc(F)cc2)o1)Nc1ccc(S(=O)(=O)N2CCCCCC2)cc1,i,i,i,i,i,i,i,i,i,i,i
CCOc1ccc(OCCCCN2CCCC2)cc1,i,i,i,i,i,i,i,i,i,i,i
COc1cc(NC(=O)c2ccccc2)c(OC)cc1NC(=O)Cc1cccs1,i,i,i,i,i,i,i,i,i,i,i
C=CCOc1cccc(/C=C\c2nc(O)c([N+](=O)[O-])c(=O)[nH]2)c1,i,i,i,i,i,i,i,i,i,i,i
CCOc1ccc(S(=O)(=O)NCCC(=O)Nc2nnc(C)s2)cc1,i,i,i,i,i,i,i,i,i,i,i
CCOC(=O)c1ccc(N2C(=O)CC(N3CCC(O)(c4ccc(Br)cc4)CC3)C2=O)cc1 (stereo not given),i,i,i,i,i,i,i,i,i,i,i
Oc1c(Cl)cc(Cl)c2c1NCCC2,·,9.33*,·,i,i,i,i,i,i,·,·
CCN1C(=O)/C(=C2\SC(N3CCCCC3)=NC2=O)c2ccccc21,i,i,i,i,i,i,i,i,i,i,i
Cc1nc2sc3c(c2c(=O)[nH]1)CCCC3,i,i,i,i,i,i,i,i,i,i,i
CCc1ccc(OCC(=O)Nc2ccc(N3CCN(C(=O)c4ccccc4)CC3)cc2)cc1,i,i,i,i,i,i,i,i,i,i,i
CC(C(=O)NCCN1CCOCC1)c1ccc([N+](=O)[O-])cc1 (stereo not given),i,i,i,i,i,i,i,i,i,i,i
O=C(CSc1ncn(-c2ccccc2)n1)N1CCN(c2ccccc2)CC1,i,i,i,i,i,i,i,i,i,i,i
COc1ccc(/C=C/C(=O)Nc2ccccc2C(=O)O)cc1,i,i,i,i,i,i,i,i,i,i,i
CCCNC(=O)NC(=O)COC(=O)CNS(=O)(=O)/C=C/c1ccccc1,i,i,i,i,i,i,i,i,i,i,i

Carrying on.
smiles,MrgX1 antagonist,RGS4 block,MrgX1 ag,TRPC6 inhibitor,TRPC6 activator,TRPC4 PAM,TRPC4 block,TRPC4 act,TMEM16A act,ANO1 block,MrgX1 allo act
CN1C(=O)/C(=C/c2ccccc2OCc2cccc(F)c2)NC1=S,i,i,i,i,i,i,i,i,i,i,i
N=c1oc2ccccc2cc1-c1nc(-c2ccccc2)cs1,i,i,i,i,i,i,i,i,i,i,i
COCCSc1ccccc1C(=O)Nc1cc(C)on1,i,i,i,i,i,i,i,i,i,i,i
CCCCc1ccc(NC(=O)N2CCNC(=O)C2CC(=O)Nc2ccsc2C(=O)OC)cc1 (stereo not given),i,i,i,i,i,i,i,i,i,i,i
